Source: PubChem (several laboratories)
HTR5A inv ag – inverse agonist of human HTR5A in OPRM1-OPRD1 counter-screen | inhibition, % at 9.3 µM | 340,000 tested, 0.083% active | HTR5A cell line, luminescence, inverse agonism | P47898; in the data active = inhibition mostly above about 23%, no sharp cut-off; inactive = mostly below about 18%;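 note: 0% = cells with DMSO and 100% = no-cell wells with DMSO; some compounds called inactive have numbers as strong as hits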
Target sequence (P47898 whole entry, looked up): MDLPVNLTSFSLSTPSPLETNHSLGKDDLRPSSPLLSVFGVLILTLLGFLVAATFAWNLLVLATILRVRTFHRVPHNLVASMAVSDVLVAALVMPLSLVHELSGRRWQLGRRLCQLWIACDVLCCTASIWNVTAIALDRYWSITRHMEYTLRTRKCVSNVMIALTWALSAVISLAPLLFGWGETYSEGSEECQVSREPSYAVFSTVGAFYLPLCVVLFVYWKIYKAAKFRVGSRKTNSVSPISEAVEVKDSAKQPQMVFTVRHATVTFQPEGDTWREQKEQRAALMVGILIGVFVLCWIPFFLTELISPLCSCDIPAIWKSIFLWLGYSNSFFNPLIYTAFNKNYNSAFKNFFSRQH
PKA-R2B activ – PKA-R2B complex activation | P22694+P31323 | PKA-R2B holoenzyme dissociation, Cy5-IP20 fluorescence polarization; R2B truncated from residue 108, S112A mutant; 0% DMSO only, 100% 113 µM cGMP | activation, % at 11.4 µM | 340,000 tested, 0.079% active;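 active = activation above a cutoff set at the mean over all compounds plus 3 SD, cut at about 18% in these data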;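 note: higher means more holoenzyme dissociation and a rise in polarization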
Pemphigus Ab inh – human desmoglein-3 autoantibody binding inhibition; 310,000 tested, 0.48% active; binding (percent of control), % at 10 µM; P32926; AID 588358; DSG3-coupled beads, scFv-anti-DSG3-GFP binding, flow cytometry; active compounds read low;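 active = binding more than 3 SD below its plate's average and above zero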;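 note: hits lower antibody fragment binding to DSG3; some compounds called inactive have numbers as strong as hits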
DAGLB inh – diacylglycerol lipase beta (human) inhibition; HEK293T DAGLB membrane lysate, EnzChek fluorogenic substrate; 340,000 tested, 0.059% active; Q8NCG7; AID 504411; inhibition, % at 5.17 µM; in the data active = inhibition above about 34%;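 note: 0% = enzyme with vehicle and 100% = wells lacking enzyme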
Target sequence (Q8NCG7 whole entry, looked up): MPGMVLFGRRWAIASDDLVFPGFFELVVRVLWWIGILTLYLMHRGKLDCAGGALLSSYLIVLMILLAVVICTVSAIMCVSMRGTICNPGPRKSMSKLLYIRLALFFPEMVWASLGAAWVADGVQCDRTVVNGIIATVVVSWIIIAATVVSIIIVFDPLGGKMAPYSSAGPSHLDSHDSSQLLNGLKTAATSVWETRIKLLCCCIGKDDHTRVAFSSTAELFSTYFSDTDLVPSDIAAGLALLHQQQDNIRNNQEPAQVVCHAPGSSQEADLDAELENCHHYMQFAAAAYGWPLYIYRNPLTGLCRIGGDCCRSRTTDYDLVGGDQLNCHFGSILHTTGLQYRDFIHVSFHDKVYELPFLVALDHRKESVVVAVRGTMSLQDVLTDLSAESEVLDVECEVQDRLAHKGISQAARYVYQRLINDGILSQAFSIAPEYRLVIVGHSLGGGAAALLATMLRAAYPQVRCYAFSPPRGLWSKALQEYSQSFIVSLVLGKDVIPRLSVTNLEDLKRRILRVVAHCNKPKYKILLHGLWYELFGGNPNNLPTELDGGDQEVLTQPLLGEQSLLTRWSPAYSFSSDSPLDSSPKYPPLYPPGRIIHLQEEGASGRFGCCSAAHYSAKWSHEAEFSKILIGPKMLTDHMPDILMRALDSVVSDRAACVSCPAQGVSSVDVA
PKA-R1A act – activates the PKA-R1A holoenzyme complex; PKA-R1A dissociation, Cy5-IP20 fluorescence polarization; scaled: DMSO 0%, 113 µM cGMP 100%; activation, % at 11.4 µM; 340,000 tested, 0.083% active;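 active = percent activation above the mean of all tested compounds plus 3 SD, cut at about 19% in these data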;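 note: higher means more PKAc released from R1A so a rise in polarization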
MOR-DOR ag – OPRM1-OPRD1 heterodimerization agonism; cells, luminescence; activation, % at 9.3 µM; AID 504326; P35372+P41143; 340,000 tested, 0.3% active; in the data active = activation above about 18%;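 note: 0% = vehicle-treated cells and 100% = reference agonist; values of inactives mirror those of a sister screen read the other way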
HTR5A ag – counter-screen for OPRM1-OPRD1 agonists: human HTR5A agonism; P47898; activation, % at 9.3 µM; 340,000 tested, 0.61% active; HTR5A agonist assay, luminescence, cell-based; in the data active = activation mostly above about 9.5%, no sharp cut-off; inactive = mostly below about 7.6%;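 note: 0% = cells with vehicle only and 100% = reference agonist; strong numbers were not always called active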
V-ATPase pHluor – yeast V-ATPase proton transport regulation by pHLuorin. S. cerevisiae, pHLuorin cytosolic pH fluorescence. response, % at 10 µM. 350,000 tested, 0.37% active; in the data active = response mostly above about 7.3%, no sharp cut-off; inactive = mostly below about 5.4%; note: actives read high; inactives centre near 0; some compounds called inactive have numbers as strong as hits; reference of the scale not given here
OPRM1-OPRD1 inv – inverse agonist of human OPRM1-OPRD1 heterodimerization | P35372+P41143 | cell-based MOR-DOR heterodimer luminescence, inverse agonism | inhibition, % at 9.3 µM | 340,000 tested, 0.21% active | AID 504357; in the data active = inhibition above about 22%, passing the limit was not always enough;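 note: 0% = cells with DMSO and 100% = wells without cells with DMSO; values of inactives mirror those of a sister screen read the other way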
Arr AP2 block – inhibitors of human beta-arrestin and AP2 interaction; 340,000 tested, 0.31% active; FITC-arrestin peptide / GST-AP2 beads, flow cytometry; AP2 beta2 appendage carries R879A mutation; inhibition, % at 10 µM;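 active = inhibition above a set limit, near 3 SD of compounds lacking own fluorescence, cut at about 54% in these data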;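 note: plate controls were DMSO wells for no effect and 5 µM unlabelled arrestin peptide for full effect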
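test system = AP2 appendage R879A on GSH beads | buffer or medium = PBS plus Tween 20 (0.05%) and BSA (0.1%) | incubation = 12 min plus 1 h, RT | detection = bead flow cytometry, FITC channel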
Active calls of the source: *; i = inactive; nt = not tested or not shown.

Structure	HTR5A inv ag	PKA-R2B activ	Pemphigus Ab inh	DAGLB inh	PKA-R1A act	MOR-DOR ag	HTR5A ag	V-ATPase pHluor	OPRM1-OPRD1 inv	Arr AP2 block
CC1CC(=O)N(c2ccc(Br)cc2)C(=O)C1	-28.6	0.7	nt	-0.8	-0.5	-2.0	-2.8	0.8	9.7	6.3
C/C(CC(=O)NC(C)(C)C)=N\NC(N)=S	-48.1	1.6	104.2	-1.5	-4.2	-3.9	0.8	4.0	18.8	5.2
CCCCOc1ccc(C(=O)O)cc1	-14.3	-6.5	106.8	2.4	-1.2	-0.5	5.2	1.4	2.9	-8.5
CCNC(=O)CSc1nc2sccc2c(=O)n1-c1ccccc1	-13.1	-2.0	89.0	-3.0	4.3	-1.1	3.5	-0.1	5.5	31.3
COc1ccc(S(=O)(=O)N2CCC(c3cc(-c4cccc5ccccc45)n[nH]3)CC2)cc1	-19.8	6.1	nt	-1.9	-8.4	2.3	10.5	-0.3	-13.9	7.1
Cc1cc2c(ncn2C)c(NS(=O)(=O)c2ccccc2Cl)c1C	-6.3	2.8	99.1	-3.3	8.0	-2.7	2.4	4.6	16.2	21.6
C/C(=N\NC(=O)c1ccncc1)c1cc2ccccc2oc1=O	-21.1	3.0	93.7	1.5	-12.0	-2.4	0.1	2.5	14.6	-2.2
O=C(NCC(=O)N1CCCCCCC1)c1ccc(Cl)c(Cl)c1	nt	-8.9	106.5	0.9	-3.4	nt	nt	-2.5	nt	nt
Cc1nc2ccc(S(=O)(=O)NCC(=O)NC(C)c3ccccc3)cc2s1 (configuration not stated)	-0.1	-7.0	99.6	0.5	-8.9	-1.9	0.0	-1.2	9.8	14.1
Cc1nn(CCC#N)c(N)c1C1(O)C(=O)Nc2c(Cl)cc(Cl)cc21 (configuration not stated)	-4.0	-8.8	98.6	3.3	-2.2	0.2	1.4	-0.8	-1.2	-27.5
COc1ccc(CCNC(=O)C(=O)NCC2OCCN2S(=O)(=O)c2cccs2)cc1OC (configuration not stated)	-9.3	-7.5	nt	-0.6	-12.6	-1.2	0.6	7.2	6.3	-18.6
COc1ccc(C2=Nn3c(nnc3-c3ccccc3F)SC2)cc1OC1CCOC1 (configuration not stated)	2.4	1.0	81.5*	2.3	1.5	1.8	6.6	-1.3	-10.9	15.1
O=C(c1ccccc1[N+](=O)[O-])N1CCCN(C(=O)c2ccccc2[N+](=O)[O-])CC1	-9.1	13.6	97.5	-0.8	-5.6	-0.8	-3.4	-4.0	5.1	-12.8
CCOc1ccc(NS(=O)(=O)c2ccc(-c3cnc(C4CC4)o3)cc2)cc1	-0.5	4.2	105.3	-0.1	-9.1	5.6	0.1	-3.8	-28.1	13.8
O=C(O)CN1C(=O)/C(=C\c2cn(CC(=O)N3CCOCC3)c3ccccc23)SC1=S	6.1	-6.4	i	-11.0	-5.3	-2.6	-1.7	0.5	12.4	14.0
CCC(Cc1ccccc1)NS(=O)(=O)c1csc(C(N)=O)c1 (configuration not stated)	8.5	1.5	105.3	-0.6	4.5	-3.0	1.7	0.7	15.3	7.0
O=Cc1c(NCc2cccc(F)c2)c2ccccc2[nH]c1=O	5.6	-3.6	90.0	0.6	1.0	-4.4	-1.5	3.3	20.4	-5.6
COC(=O)c1ccc(NC(=O)c2cc(-c3ccncc3)nc3ccccc23)cc1	9.3	9.9	105.3	-0.7	0.0	1.8	-3.8	-4.8	-7.4	-2.4
N=c1ccn(Cc2cccc(Cl)c2)cc1	-12.9	0.1	nt	-2.5	-10.5	0.0	5.7	-2.9	0.1	17.6
CCn1cc(C(=O)OCc2cccc(Br)c2)c(=O)c2ccc(C)nc21	-15.3	-3.8	100.1	-4.3	4.9	-0.1	5.6	0.8	0.4	4.3
CCOC(=O)c1cnc2c(OC)cccc2c1N1CCN(c2ccccc2OC)CC1	13.6	-1.1	106.1	-5.3	-5.5	2.3	0.0	2.1	-11.3	0.9
CC(C)COc1ccc(C(=O)NCc2ccco2)cc1	10.8	-0.2	96.5	-3.7	-5.3	-0.3	-3.1	3.3	1.5	3.3
COc1ccc(S(=O)(=O)Nc2cc(C)ccn2)cc1OC	2.7	2.3	98.2	-0.8	10.6	-2.3	2.0	-1.8	13.5	-1.0
COCCOC(=O)C(CC(=O)O)NCc1ccco1 (configuration not stated)	18.9	-4.3	98.4	-3.8	12.2	-2.0	1.4	-5.0	10.9	-5.1
CCOC(=O)N1CCN(C(=O)CSc2nc3c(c(=O)n2-c2ccccc2OC)SCC3)CC1	8.4	9.3	109.9	-0.2	0.3	-1.9	-2.9	-0.6	10.9	-1.4
Cc1cc(Cl)c(S(=O)(=O)NCc2cccnc2)cc1OCC(N)=O	8.2	3.5	103.8	0.4	-3.2	-2.2	1.2	0.9	11.2	-7.5
Cn1c(-c2sc3ccccc3c2Cl)n[nH]c1=S	7.7	-1.7	nt	2.6	-3.8	-2.0	0.8	-2.2	10.3	-4.8
CCN(Cc1nc2ccccc2c(=O)[nH]1)C(=O)c1cccc(NC(=O)c2cccs2)c1	10.9	-1.2	105.3	1.5	-17.2	0.7	-4.2	0.4	-4.9	-4.2
CC(=O)c1cn(Cc2ccccc2)c(=O)[nH]c1=O	2.6	2.9	108.2	-2.4	-8.2	-2.5	-1.0	-1.5	13.1	36.3
COc1ccccc1C(=O)NC(=O)COC(=O)c1ccco1	2.2	-3.9	116.3	-1.6	4.9	-0.6	6.3	-1.4	3.9	-5.1
CC(C)(C)c1ccc(C(=O)NC(=S)Nc2ccc(N3CCOCC3)cc2)cc1	8.6	10.6	nt	-0.1	0.9	1.7	4.7	5.1	-8.2	3.6
Cc1cccc(OCC(O)CN2CCN(c3ccccn3)CC2)c1C (configuration not stated)	24.7	11.4	131.4	-3.5	-3.4	0.3	-6.6	-1.3	-1.6	6.3
C=CCn1c(NCCO)nc2c1c(=O)n(C)c(=O)n2C	10.4	-9.1	103.2	-0.1	-3.8	-1.9	2.4	0.5	10.8	-5.6
CCn1cc(CNC(=O)c2cc(Cl)ccc2OC)c(C)n1	-4.4	-12.3	107.4	-5.5	-6.0	-3.0	1.6	-1.3	17.1	0.4
CC(=O)Oc1ccc(N(C(C)=O)S(=O)(=O)c2ccc(Cl)cc2)c2ccccc12	-0.1	-18.8	111.3	3.2	6.4	6.0	2.5	18.3*	-33.1	37.9
N#CCOC(=O)c1c2c(nc3ccccc13)CCC2	4.8	7.7	97.5	0.5	-1.5	0.2	4.0	-1.4	-1.1	-7.0
O=C(COC(=O)c1ccccc1)NCC1CCCO1 (configuration not stated)	-10.4	-5.0	160.1	-0.2	-11.1	-3.1	-10.2	-2.0	17.7	1.4
CC(=O)c1cccc(N(C(=O)c2ccco2)C(C(=O)NC2CCCC2)c2ccc(N3CCOCC3)cc2)c1 (configuration not stated)	-4.2	-1.9	98.3	-0.8	2.6	-1.7	-1.3	3.1	8.3	-3.6
Cc1ccc2nc3c(c(Nc4ccc5c(c4)OCCO5)c2c1)CCC3	-190.1	6.5	112.5	0.8	-1.6	-1.8	41.4*	0.4	9.5	20.0
CC(C)CC(NC(N)=O)C(=O)OCC(=O)N(Cc1ccccc1)Cc1ccccc1 (configuration not stated)	24.4	-7.2	94.5	-0.9	1.1	-0.1	2.4	1.1	0.3	7.0
COc1ccccc1N1CCN(CCNC(=O)Nc2cccc(C)c2C)CC1	-14.9	11.3	101.9	-3.4	-4.2	2.5	5.8	5.7	-15.6	0.0
CS(=O)(=O)c1nsc2nc(=O)c(/C=C3\C=Nc4ccccc43)c(N)n12	10.4	-13.6	104.0	7.4	-9.1	-2.1	-0.5	2.7	14.6	-13.9
CC(C)c1ccc2c(c1)CCC1C(C)(CN)CCCC21C (configuration not stated)	-11.9	14.5	111.4	-2.3	-1.0	4.7	3.3	-1.4	-21.1	11.2
CC(=O)Nc1ccc(NC2(C)C(=O)c3ccccc3C2=O)cc1	7.1	-11.3	98.4	4.2	-9.4	-1.2	-2.4	1.1	5.7	1.5
COc1ccc([N+](=O)[O-])cc1NS(=O)(=O)Cc1ccccc1	0.5	1.1	100.9	-1.7	-1.0	-2.6	-0.1	-3.7	12.5	2.3
CC(=O)c1ccc(NC(=O)CCC(=O)OCC(=O)c2cccc([N+](=O)[O-])c2)cc1	10.2	-3.3	129.1	-0.9	10.1	-7.4	-5.5	-2.2	60.9*	0.1
O=C(O)c1cnc(-c2ccccc2)nc1C(F)(F)F	-37.0	2.8	110.9	-2.8	3.1	-2.4	2.3	0.2	12.1	9.0
COc1ccccc1OC(C)C(=O)N1CC(=O)Nc2ccccc21 (configuration not stated)	-11.4	-6.5	105.7	-1.1	-5.5	0.4	4.0	-0.8	-2.0	25.0
O=C(Nc1nc2ccccc2[nH]1)c1ccc(Cl)c(S(=O)(=O)N2CCCC2)c1	6.8	1.5	79.8	0.2	5.1	1.1	-2.7	2.5	-6.0	2.4
CN(C)S(=O)(=O)c1cccc(NC(=S)NC(=O)c2ccco2)c1	24.7	3.5	99.8	-0.4	-12.2	-2.2	-9.5	0.1	14.8	-10.8

Whole records, looked up by structure. Screens in order: HTR5A inv ag, PKA-R2B activ, Pemphigus Ab inh, DAGLB inh, PKA-R1A act, MOR-DOR ag, HTR5A ag, V-ATPase pHluor, OPRM1-OPRD1 inv, Arr AP2 block
Shown for CC(C)c1ccc2c(c1)CCC1C(C)(CN)CCCC21C (configuration not stated) = -11.9, 14.5, 111.4, -2.3, -1.0, 4.7, 3.3, -1.4, -21.1, 11.2
Shown for N#CCOC(=O)c1c2c(nc3ccccc13)CCC2 = 4.8, 7.7, 97.5, 0.5, -1.5, 0.2, 4.0, -1.4, -1.1, -7.0

Further records
Structure	HTR5A inv ag	PKA-R2B activ	Pemphigus Ab inh	DAGLB inh	PKA-R1A act	MOR-DOR ag	HTR5A ag	V-ATPase pHluor	OPRM1-OPRD1 inv	Arr AP2 block
O=C1/C(=C/c2ccccc2)CCC1C1CCCC1 (configuration not stated)	-20.1	-18.2	93.1	-6.0	-5.6	1.3	-0.2	0.9	-7.0	-1.7
Oc1[nH]c2ccccc2c1N=Nc1ccc(F)cc1	-4.6	-1.5	132.3	-3.5	4.6	3.6	-5.4	-8.8	-17.6	2.2
C=CCN(CC=C)c1nc2ccccc2nc1C(C#N)C(=O)OCCOC (configuration not stated)	-13.6	1.7	103.2	0.7	1.4	-3.4	5.8	-1.0	14.4	6.3
COc1ccc(CNC(=O)C(C)Sc2nc3ccccc3c(=O)n2CCCN2CCOCC2)cc1 (configuration not stated)	-15.2	-4.1	nt	-0.5	2.7	-2.0	1.7	6.2	8.9	2.8
COCc1cc(C)nc(Nc2ccc(C)cc2C)c1C#N	-0.5	-4.4	94.1	-11.6	0.9	3.0	-0.6	2.8	-17.5	7.2
CCCCN(CCCC)CCNC(=O)c1cn(C)c2ccc(S(=O)(=O)N3CCCC3)cc2c1=O	1.8	-1.6	101.5	0.2	-11.3	-1.6	-3.6	1.8	8.4	43.4
